Rin1 Abl inh – inhibitors of Rin1-Abl protein binding, primary screen, biochemical, TR-FRET. Tyrosine-protein kinase ABL1 (Homo sapiens) + Ras and Rab interactor 1 (Homo sapiens), …. inhibition, % at 7.35 µM. 360,000 compounds, 0.4% hits. AID 588664, 2011; in the data active means inhibition above about 5%, passing the limit was not always enough
CSN deneddyl inh – inhibitors of CSN-mediated cullin deneddylation, primary screen, biochemical, fluorescence polarization, uHTS; Purified CSN, SCF-Nedd8-OG deneddylation; 360,000 compounds, 0.38% hits; inhibition, % at 12.5 µM; COP9 signalosome complex subunit 5 (Homo sapiens), Q92905;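 active means pattern-corrected inhibition above about 35%, with an unprinted fluorescence ratio check between 0.5 and 1.5, limit read from the data, passing the limit was not always enough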;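 further: 0% = enzyme with substrate and 100% = substrate without enzyme; some results filed as inactive read as strong as hits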
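test system = HEK293T-derived human Csn5 enzyme | amount = 0.24 nM Csn5 enzyme, final concentration | medium = Tris/NaCl/DTT buffer, pH 7.5 | schedule = 90 min reaction at room temperature | signal = FP | evaluation = inhibition of Csn5 cleavage, % | compound dosing = single dose of 12.5 µM compound with 0.25% DMSO | probe or stimulus = 10 nM SCFSkp2-Nedd8OG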
STEP inh – STEP phosphatase inhibitors, primary screen, biochemical, fluorescence intensity, uHTS; inhibition, % at 20 µM; recombinant STEP, OMFP fluorogenic substrate; 360,000 compounds, 0.25% hits;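 active means inhibition at 20 µM, scaled per plate between control wells, above about 37%, limit read from the data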;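 further: 0% = DMSO with enzyme and substrate and 100% = substrate only without enzyme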
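medium = Bis-Tris buffer pH 6.0, 2.5 mM DTT, 0.005% Tween 20 | test system = STEP (striatal-enriched tyrosine phosphatase) enzyme, cell-free | measure = normalized % inhibition | compound dosing = 20 µM, 1% DMSO | also added = 25 µM OMFP | schedule = reaction 20 min, ambient temperature | measured by = fluorescence read at 480 nm ex / 540 nm em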
LMPTP block – LMPTP phosphatase inhibitors, primary screen, biochemical, fluorescence intensity, uHTS | 360,000 compounds, 0.22% hits | Low molecular weight phosphotyrosine protein phosphatase (Homo sapiens), P24666 | recombinant LMPTP-A, OMFP fluorogenic substrate | AID 651560, 2012 | inhibition, % at 20 µM;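 active means compounds that cut the enzyme signal by at least half of the control window in the single-dose screen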;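 further: plate controls were DMSO wells with enzyme plus substrate for no effect and substrate without enzyme for full effect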
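Assay system: LMPTP-A phosphatase enzyme | Input: 0.625 nM enzyme | Also added: Fluorogenic phosphatase substrate OMFP at 400 µM final | Compound dosing: One test concentration per compound, 20 µM, with 3% DMSO overall | Schedule: 50 min enzyme reaction at room temperature, protected from light | Signal: Fluorescence intensity | Benchmarks: no-enzyme and uninhibited controls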
DNMT1 inh – human DNMT1 methyltransferase inhibitors, primary screen, biochemical, molecular beacon, fluorescence, HinP1I cleavage, uHTS | DNA (cytosine-5)-methyltransferase 1 (Homo sapiens), P26358 | 360,000 compounds, 0.83% hits | inhibition (reported as % activation of signal), % at 10 µM; in the data active means inhibition above about 50%
Target sequence (P26358 504-1616 limits assumed): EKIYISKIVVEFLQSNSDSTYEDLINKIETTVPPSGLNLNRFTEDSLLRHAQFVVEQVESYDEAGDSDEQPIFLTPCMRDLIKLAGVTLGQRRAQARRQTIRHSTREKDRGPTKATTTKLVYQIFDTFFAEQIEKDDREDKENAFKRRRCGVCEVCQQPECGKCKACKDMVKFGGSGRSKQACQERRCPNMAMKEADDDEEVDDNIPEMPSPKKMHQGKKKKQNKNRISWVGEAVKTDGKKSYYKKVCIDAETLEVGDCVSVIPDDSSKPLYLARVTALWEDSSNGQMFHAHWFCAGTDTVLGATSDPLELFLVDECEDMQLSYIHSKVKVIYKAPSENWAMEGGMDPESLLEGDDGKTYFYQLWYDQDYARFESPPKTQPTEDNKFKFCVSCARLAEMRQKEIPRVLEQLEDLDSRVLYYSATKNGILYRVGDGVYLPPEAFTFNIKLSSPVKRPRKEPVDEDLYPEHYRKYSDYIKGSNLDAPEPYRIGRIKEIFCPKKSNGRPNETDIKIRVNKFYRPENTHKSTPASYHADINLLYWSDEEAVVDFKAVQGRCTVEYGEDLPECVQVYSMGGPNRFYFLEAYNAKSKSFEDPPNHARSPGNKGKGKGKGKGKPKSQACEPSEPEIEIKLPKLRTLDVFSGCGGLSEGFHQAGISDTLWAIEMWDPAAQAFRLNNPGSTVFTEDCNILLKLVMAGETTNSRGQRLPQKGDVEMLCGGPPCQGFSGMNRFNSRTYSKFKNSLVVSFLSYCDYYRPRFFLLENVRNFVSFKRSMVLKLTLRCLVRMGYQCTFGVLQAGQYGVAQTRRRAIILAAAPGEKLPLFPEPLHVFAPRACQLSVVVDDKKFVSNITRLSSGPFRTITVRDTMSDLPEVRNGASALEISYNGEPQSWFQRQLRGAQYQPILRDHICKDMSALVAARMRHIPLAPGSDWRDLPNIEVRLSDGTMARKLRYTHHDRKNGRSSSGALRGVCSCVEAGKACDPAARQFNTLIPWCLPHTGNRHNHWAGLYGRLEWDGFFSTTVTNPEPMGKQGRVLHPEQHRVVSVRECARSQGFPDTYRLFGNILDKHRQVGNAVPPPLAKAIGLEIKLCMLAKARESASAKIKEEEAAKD
Rpn11 block – Rpn11 (PSMD14) deubiquitinase inhibitors, primary screen, biochemical, fluorescence polarization, uHTS | calls only at 20 µM | human 26S proteasome, Ub4-pepOG fluorescence polarization; 20S core pre-blocked with epoxomicin | 26S proteasome non-ATPase regulatory subunit 14 (Homo sapiens), O00487 | 360,000 compounds, 0.59% hits;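 active means inhibition at 20 µM, scaled to each plate's controls, above about 33%, limit read from the data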
SUMO1-SIM PPI – modulators of SUMO1 protein-protein interactions, primary screen, biochemical, uHTS; 360,000 compounds, 0.33% hits; inhibition, % at 20 µM; SUMO1 binding to a labelled peptide, TR-FRET, 1 h; in the data active means inhibition above about 37%
Scp-1 inhibitor – Scp-1 phosphatase inhibitors, primary screen, biochemical, colorimetric, uHTS | Carboxy-terminal domain RNA polymerase II polypeptide A small phosphatase 1 (Homo … | Recombinant Scp1, phosphopeptide, malachite green phosphate absorbance | inhibition, % at 20 µM | 340,000 compounds, 0.88% hits;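 active means inhibition above about 50% at 20 µM, limit read from the data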;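 further: plate controls were DMSO wells with enzyme for no effect and wells lacking enzyme for full effect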
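Test system: SCP-1 catalytic domain; Buffer or medium: Acidic Tris acetate buffer with magnesium and detergent; Also added: Phosphorylated 17-residue peptide substrate; Compound: single 20 µM dose, 1% DMSO; Schedule: enzyme reaction 45 min at room temperature, colour 5 min, stabilisation 30 min; Signal: Phosphate-binding colour reagent, absorbance read at 630 nm.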
NadD block – inhibitors of S. aureus NadD, primary screen, biochemical, colorimetric, uHTS | Nicotinate-nucleotide adenylyltransferase NadD (Staphylococcus aureus N315) | purified NadD enzyme, colorimetric absorbance read-out | inhibition, % at 20 µM | 360,000 compounds, 0.78% hits; in the data active means inhibition above about 26%; further: some compounds past the cut are filed as inactive
Neddylation inh – inhibitors of cullin neddylation, primary screen, biochemical, TR-FRET, uHTS, NAE and Ubc12; AID 651699, 2012; 360,000 compounds, 0.58% hits; calls only at 25 µM; in the data active means inhibition above about 36%
An asterisk follows results filed as active; i = inactive; nt = not tested or not shown.

SMILES	Rin1 Abl inh	CSN deneddyl inh	STEP inh	LMPTP block	DNMT1 inh	Rpn11 block	SUMO1-SIM PPI	Scp-1 inhibitor	NadD block	Neddylation inh
CC(=O)c1c(C)[nH]c2ccccc2c1=O	1.4	-1.2	-2.5	-0.9	1.6	i	1.3	-13.4	-0.5	i
CSc1ccccc1NC(=O)COc1ccc(Cl)cc1C	-0.9	-17.0	2.5	2.2	-0.8	i	-1.5	-6.8	-0.7	i
COc1cc2c(cc1OC)C(c1cccc(Cl)c1Cl)CC(=O)N2 (configuration not stated)	0.5	1.4	-1.4	1.3	-1.1	i	-2.2	-4.7	3.5	i
Cn1c(CN2CCOCC2)nc2cc(NC(=O)COc3ccccc3)ccc21	-1.2	-6.5	0.1	-1.0	-0.4	i	2.0	-3.0	-8.2	i
CC(=O)n1cc([C@@H]2C=C(C(=O)N3CCOCC3)O[C@H](OCCCCO)C2)c2ccccc21	-0.6	-0.8	-2.9	-0.7	0.1	i	-5.4	-7.1	-6.2	i
C[C@@H]1CN([C@H](C)CO)C(=O)CCCn2cc(nn2)CO[C@H]1CN(C)S(=O)(=O)c1ccc2c(c1)OCCCO2	0.8	5.9	-0.9	-2.1	2.6	i	5.0	nt	-3.9	i
CCOC(=O)c1c(NC(=O)CSc2nnc3c(n2)[nH]c2ccc(F)cc23)sc(C(C)=O)c1C	1.0	-3.1	10.5	0.7	9.1	i	-5.8	-4.6	25.4	i
Cc1cc(C)n(-c2nc(N(C)C)nc(N(C)C)n2)n1	1.4	6.1	-1.9	-1.4	3.0	i	2.2	-1.3	9.5	i
CC(C)(C)OC(=O)N/N=C/c1cccc([N+](=O)[O-])c1	3.6	7.0	-4.5	1.4	10.5	i	-17.9	10.6	-0.7	i
O=C(O)CCC(=O)Nc1ccc(F)cc1	-6.0	7.2	-0.6	-2.3	-1.1	i	1.2	2.5	-2.7	i
CNC(=O)C[C@H]1C(=O)N(c2ccc(Br)cc2)C[C@@H]1C	-0.9	-2.6	0.1	-2.1	6.7	i	-2.0	nt	-5.1	i
Cc1ccc2nc(CSc3nnc(-c4ccco4)n3-c3ccccc3)cc(=O)n2c1	-4.2	3.8	-0.3	-2.8	5.6	i	-17.1	16.9	1.6	i
COc1cc2[nH]c(=S)n(Cc3ccc(C)cc3)c(=O)c2cc1OC	-2.4	-9.4	1.1	-1.1	11.4	i	-2.1	-2.1	-1.9	i
Cc1ccccc1N(CC(=O)NCCc1ccccc1)C(=O)CCC(=O)Nc1ccccn1	3.0	2.6	0.2	-1.7	2.0	i	-1.4	4.0	2.8	i
Cc1ccc(NC(=O)CN2C(=O)NC(Cc3c[nH]c4ccccc34)C2=O)cc1S(=O)(=O)N1CCCCC1 (configuration not stated)	-2.8	-3.0	-2.0	0.7	-10.6	i	-0.8	-7.3	8.2	i
c1ccc(Cc2cc(-c3ccccc3)on2)cc1	-0.6	-2.3	-4.0	0.7	-0.2	i	4.7	-9.2	-6.3	i
Cn1nc(C(=O)OCc2ccc(Br)cc2F)c2ccccc2c1=O	1.9	4.0	0.3	0.1	2.0	i	-5.5	-10.9	-11.4	i
COc1ccc(NC(=O)c2ccccc2N(Cc2ccccc2)S(C)(=O)=O)c(OC)c1	-1.1	2.8	-2.3	-0.2	2.3	i	-2.3	-7.3	-4.3	i
Cc1nc2cc(NCc3cc([N+](=O)[O-])ccc3O)ccc2n1Cc1ccccc1	-0.2	1.9	4.1	6.3	-1.9	i	-5.7	-6.7	8.4	i
CC12CC3CC(C)(C1)CC(C(=O)NCc1ccncc1)(C3)C2	1.5	-0.1	-1.4	-1.2	0.3	i	-3.4	-11.4	4.0	i
Cc1c(Br)c([N+](=O)[O-])nn1CC(=O)NCc1ccco1	-1.0	-5.9	1.3	-1.5	1.1	i	-10.9	-7.1	-1.8	i
CC(C)N1CCCC(CNC(=O)CCc2nnc(CCCCc3ccccc3)o2)C1 (configuration not stated)	-3.8	-2.0	0.2	-0.6	-2.1	i	2.5	-5.5	-8.5	i
CC(C)CCNC(=O)Cn1c(=O)oc2cc(S(=O)(=O)N3CCc4ccccc43)ccc21	-0.1	-5.4	2.2	1.8	-6.1	i	3.0	-6.1	-2.5	i
CCOC(CCn1c(SCC(=O)NC2CCCC2)nc2ccccc2c1=O)OCC	1.2	-3.7	-1.9	-1.9	-0.2	i	4.6	-7.2	9.4	i
NCC1CCN(c2nc3ccccc3c3c2CCCC3)CC1	5.7	-3.6	1.7	11.6	-7.0	i	-7.8	-7.6	-1.1	i

Later entries
SMILES	Rin1 Abl inh	CSN deneddyl inh	STEP inh	LMPTP block	DNMT1 inh	Rpn11 block	SUMO1-SIM PPI	Scp-1 inhibitor	NadD block	Neddylation inh
O=C(NCCCN1CCOCC1)c1ccc(CS(=O)(=O)c2c(Cl)cccc2Cl)o1	-3.3	-2.1	-3.2	-2.7	1.7	i	-0.2	-11.7	2.8	i
Cc1ccc(S(=O)(=O)N2C[C@H]3[C@H]4C(=O)N(c5ccccc5)C(=O)[C@H]4CC(=O)[C@H]3[C@@H]2c2cccc3ccccc23)cc1	48.0*	-3.0	-1.4	2.3	-4.8	i	-0.9	nt	11.5	i
Cc1ccc(OCC(=O)Nc2ccc3c4c(cccc24)CC3)c(C)c1	-1.5	4.8	-0.5	-0.8	41.4	i	1.6	2.7	-1.8	i
Cc1cccc2nc(-c3cccc(NC(=O)c4ccc(Cl)cc4)c3)cn12	-3.3	0.9	-3.5	18.1	-11.1	i	3.0	-6.6	12.9	i
COc1ccc(NC(=O)CSc2nc3c(c(=O)n2C)SCC3)cc1OC	4.7	-3.0	2.8	-0.9	4.4	i	-0.3	0.0	-8.8	i
C/C(=N\NC(=O)CNc1cccc2ccccc12)c1ccc(Br)s1	-4.1	4.9	0.6	0.5	-30.5	i	1.5	-5.6	64.5*	i
O=C(NCCCCc1ccccc1)C1CC(c2ccc([N+](=O)[O-])cc2)=NO1 (configuration not stated)	1.1	-4.0	0.1	-2.3	4.7	i	-34.7	-6.5	-8.6	i
Cc1nn(C(C)C(=O)N2CCc3ccccc32)c(C)c1[N+](=O)[O-] (configuration not stated)	4.2	-3.6	-3.2	-1.3	0.8	i	-0.5	-5.5	5.2	i
C=CCn1c(Oc2ccccc2F)nc2c1c(=O)n(C)c(=O)n2C	-1.1	-3.5	-0.7	0.2	-2.1	i	-0.1	1.2	0.2	i
O=C(O)Cc1ccc2c(c1)N(S(=O)(=O)c1cccc(C(F)(F)F)c1)CC(C(=O)O)O2 (configuration not stated)	-1.5	-3.3	0.5	-0.6	3.0	i	1.2	-4.3	2.3	i
CSc1ccccc1NC(=O)CN(c1ccccc1Br)S(C)(=O)=O	3.1	-1.8	-2.1	-0.4	5.5	i	3.0	-6.8	-4.2	i
CC(=O)c1cccc(NC(=O)C(C)OC(=O)c2cccc(S(=O)(=O)N3CCN(C)CC3)c2)c1 (configuration not stated)	-0.6	-5.2	-1.9	-0.8	-1.9	i	0.7	-5.5	-0.8	i
COc1ccc(NC(=S)N/N=C/c2cccn2Cc2ccc(F)cc2Cl)cc1	-6.1	-8.2	0.4	2.2	-3.8	i	-2.8	-3.0	8.0	i
NNC(=O)C(Cc1ccc(O)cc1)N1Cc2ccccc2C1=O (configuration not stated)	-0.6	-2.5	-0.6	1.5	1.3	i	2.6	-0.9	7.1	i
CCC1Oc2ccc(C)cc2N(CC(=O)N(Cc2ccncc2)Cc2ccco2)C1=O (configuration not stated)	0.8	1.2	-0.8	-0.8	0.0	i	3.1	-4.3	1.2	i
COc1ccc(-c2cc(C(=O)Nc3c(C)n(C)n(-c4ccccc4)c3=O)c3ccccc3n2)cc1	-2.2	-1.7	-0.2	0.7	0.8	i	-14.3	3.7	11.4	i
CCNS(=O)(=O)c1ccc(NS(=O)(=O)c2cc(C)ccc2C)cc1	-0.4	0.6	-0.3	-2.1	1.9	i	0.0	-5.6	1.1	i
CCc1nc(SCC(=O)N2CCCC2)c2ccccc2n1	-20.1	1.4	1.0	-0.1	1.1	i	3.0	0.4	3.9	i
Cc1noc(NS(=O)(=O)c2ccc(NC(=O)C(CC(C)C)N3C(=O)c4ccccc4C3=O)cc2)c1C (configuration not stated)	-1.1	1.0	-3.2	-1.0	0.5	i	4.2	-16.3	6.2	i
CC[C@]12c3[nH]c4cc(-c5ccco5)ccc4c3CCN1C(=O)[C@@H](CC(=O)NCCCn1ccnc1)C[C@@H]2C(=O)N1CCN(C(=O)c2ccco2)CC1	-3.8	0.9	-1.7	-2.7	-0.5	i	-11.2	3.9	13.5	nt
O=C(OCc1cccs1)c1ccccc1NS(=O)(=O)c1ccc2c(c1)OCCO2	2.5	-3.1	-7.8	2.4	2.3	i	-2.2	-9.1	-2.5	nt
O=C(NCCn1cc(SCc2ccccc2)c2ccccc21)c1ccccc1F	-0.7	8.0	-0.7	5.7	-14.8	i	5.7	-19.5	-2.9	i
CCc1c(C)nc2cc(-c3ccc(OC)c(OC)c3)nn2c1N1CCC(C)CC1	-2.4	0.6	-1.8	3.2	-4.4	i	-1.7	7.1	4.0	nt

Reprinted at random: 5 records from the list, in no set order.
SMILES	Rin1 Abl inh	CSN deneddyl inh	STEP inh	LMPTP block	DNMT1 inh	Rpn11 block	SUMO1-SIM PPI	Scp-1 inhibitor	NadD block	Neddylation inh
Cc1ccc(OCC(=O)Nc2ccc3c4c(cccc24)CC3)c(C)c1	-1.5	4.8	-0.5	-0.8	41.4	i	1.6	2.7	-1.8	i
CC(=O)c1cccc(NC(=O)C(C)OC(=O)c2cccc(S(=O)(=O)N3CCN(C)CC3)c2)c1 (configuration not stated)	-0.6	-5.2	-1.9	-0.8	-1.9	i	0.7	-5.5	-0.8	i
Cc1noc(NS(=O)(=O)c2ccc(NC(=O)C(CC(C)C)N3C(=O)c4ccccc4C3=O)cc2)c1C (configuration not stated)	-1.1	1.0	-3.2	-1.0	0.5	i	4.2	-16.3	6.2	i
O=C(NCCCN1CCOCC1)c1ccc(CS(=O)(=O)c2c(Cl)cccc2Cl)o1	-3.3	-2.1	-3.2	-2.7	1.7	i	-0.2	-11.7	2.8	i
Cc1nn(C(C)C(=O)N2CCc3ccccc32)c(C)c1[N+](=O)[O-] (configuration not stated)	4.2	-3.6	-3.2	-1.3	0.8	i	-0.5	-5.5	5.2	i

Screening results (PubChem BioAssay)
